Source: PubChem BioAssay
SUMO1-SIM PPI: alters human SUMO1 binding to SIM partners | SUMO1 binding to a labelled peptide, TR-FRET, 1 h | 360,000 compounds, 0.33% hits | P63165 | inhibition, % at 20 µM; in the data active means inhibition above about 37%
LMPTP inh: blocks human LMPTP phosphatase; 360,000 compounds, 0.22% hits; inhibition, % at 20 µM; recombinant LMPTP-A, OMFP fluorogenic substrate, fluorescence intensity; AID 651560;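 active means compounds that cut the enzyme signal by at least half of the control window in the single-dose screen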;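 further: plate controls were DMSO wells with enzyme plus substrate for no effect and substrate without enzyme for full effect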
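Test system – LMPTP-A enzyme · Amount – LMPTP-A at 0.625 nM final in the reaction · Buffer or medium – Bis-Tris pH 6.0, DTT, detergent · Reagent – OMFP 400 µM · Doses – single 20 µM dose · Schedule – reaction 50 min, room temperature, dark · Detection – fluorescence intensity of OMFP turnover product · Evaluation – percent inhibition versus substrate-only and uninhibited controls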
MsrA inhibitor: inhibitors of bovine MsrA. inhibition, % at 15.5 µM. purified bovine MsrA, absorbance read-out. 360,000 compounds, 0.75% hits. AID 651718; in the data active means inhibition above about 4.5%;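 further: 0% = vehicle wells with enzyme and 100% = reference inhibitor wells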
STEP block: inhibitors of human striatal-enriched phosphatase STEP; P54829; recombinant STEP, OMFP fluorogenic substrate, fluorescence; inhibition, % at 20 µM; 360,000 compounds, 0.25% hits;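 active means inhibition at 20 µM, scaled per plate between control wells, above about 37%, limit read from the data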;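 further: 0% = DMSO with enzyme and substrate and 100% = substrate only without enzyme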
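System: STEP (striatal-enriched tyrosine phosphatase) enzyme, cell-free; medium: Bis-Tris pH 6.0 buffer with DTT, detergent; dosing: 20 µM, 1% DMSO; times: reaction 20 min, ambient temperature; detection: fluorescence, 480/540 nm; read-out basis: normalized % inhibition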
Scp1 inh: blocks human Scp-1 phosphatase activity. 340,000 compounds, 0.88% hits. inhibition, % at 20 µM. AID 493091. Recombinant Scp1, phosphopeptide, malachite green phosphate absorbance. Q9GZU7;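 active means inhibition above about 50% at 20 µM, limit read from the data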;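 further: plate controls were DMSO wells with enzyme for no effect and wells lacking enzyme for full effect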
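assay system = SCP-1 phosphatase catalytic domain, residues 76-261 | buffer or medium = 50 mM Tris acetate pH 5.5, 0.005% Tween-20, 10 mM MgCl2 | incubation = enzyme reaction 45 min at room temperature, colour 5 min, stabilisation 30 min | signal = Phosphate-binding colour reagent, absorbance read at 630 nm | measure = % inhibition at 20 µM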
NadD inh: blocks S. aureus nicotinate mononucleotide adenylyltransferase; purified NadD enzyme, colorimetric absorbance read-out; inhibition, % at 20 µM; 360,000 compounds, 0.78% hits; in the data active means inhibition above about 26%; further: some compounds past the cut are filed as inactive
Rpn11 inh: inhibitors of human proteasome Rpn11. human 26S proteasome, Ub4-pepOG fluorescence polarization; 20S core pre-blocked with epoxomicin. calls only at 20 µM. 360,000 compounds, 0.59% hits;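 active means inhibition at 20 µM, scaled to each plate's controls, above about 33%, limit read from the data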
Tb MetRS inh: blocks T. brucei methionyl-tRNA synthetase activity | AID 624268 | 360,000 compounds, 0.4% hits | inhibition, % at 11.9 µM | purified T. brucei MetRS, ATP depletion, Kinase-Glo luminescence;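 active means inhibition above a per-plate cutoff of the control wells' mean inhibition plus 3 SD, cut at about 5.5% in these data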;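 further: 0% = DMSO wells median and 100% = median of wells with control inhibitor compound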
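System: purified T. brucei MetRS enzyme / Detection: Kinase-Glo luciferase luminescence reporting remaining unconsumed ATP / Medium: HEPES buffer with MgCl2, KCl, DTT, spermine, BSA, pyrophosphatase / Replication: singlicate, one well per compound / Evaluation: percent inhibition relative to median high and low control wells / Schedule: 2 h aminoacylation at 25 °C after 15 min preincubation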
DNMT1 inh: blocks human DNA methyltransferase DNMT1. P26358. DNMT1 molecular beacon, Hinp1I cleavage, fluorescence. inhibition (reported as % activation of signal), % at 10 µM. 360,000 compounds, 0.83% hits. AID 588458; in the data active means inhibition above about 50%
Target sequence (P26358 504-1616 limits assumed): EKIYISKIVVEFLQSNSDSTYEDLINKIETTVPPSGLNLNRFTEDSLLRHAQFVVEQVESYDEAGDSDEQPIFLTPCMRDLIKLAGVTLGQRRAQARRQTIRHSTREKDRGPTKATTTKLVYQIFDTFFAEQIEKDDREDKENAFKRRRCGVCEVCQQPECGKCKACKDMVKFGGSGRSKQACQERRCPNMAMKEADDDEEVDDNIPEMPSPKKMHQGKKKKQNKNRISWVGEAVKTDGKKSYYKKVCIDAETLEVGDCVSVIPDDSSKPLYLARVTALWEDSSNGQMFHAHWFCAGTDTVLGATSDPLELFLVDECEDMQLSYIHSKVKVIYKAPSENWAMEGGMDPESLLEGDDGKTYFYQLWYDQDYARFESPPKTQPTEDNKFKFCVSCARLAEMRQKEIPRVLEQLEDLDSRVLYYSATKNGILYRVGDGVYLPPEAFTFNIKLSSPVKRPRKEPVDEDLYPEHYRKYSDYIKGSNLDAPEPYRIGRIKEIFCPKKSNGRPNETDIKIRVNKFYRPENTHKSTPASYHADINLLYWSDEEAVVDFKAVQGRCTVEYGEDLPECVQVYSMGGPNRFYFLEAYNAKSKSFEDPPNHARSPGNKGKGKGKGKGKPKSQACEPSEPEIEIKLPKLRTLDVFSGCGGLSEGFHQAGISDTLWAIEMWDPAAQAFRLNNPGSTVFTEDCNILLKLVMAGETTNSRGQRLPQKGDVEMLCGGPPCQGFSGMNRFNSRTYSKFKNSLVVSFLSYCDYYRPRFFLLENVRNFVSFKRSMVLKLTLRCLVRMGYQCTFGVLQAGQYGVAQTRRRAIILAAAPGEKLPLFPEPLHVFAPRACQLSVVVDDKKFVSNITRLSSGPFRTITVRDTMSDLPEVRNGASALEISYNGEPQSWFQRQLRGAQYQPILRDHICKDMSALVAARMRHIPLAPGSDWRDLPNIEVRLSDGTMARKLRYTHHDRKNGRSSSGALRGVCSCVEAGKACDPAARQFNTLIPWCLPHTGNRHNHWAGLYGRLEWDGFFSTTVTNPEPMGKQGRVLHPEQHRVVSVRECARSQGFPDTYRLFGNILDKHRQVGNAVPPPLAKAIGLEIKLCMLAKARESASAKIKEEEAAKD
CSN inh: inhibitors of human CSN-mediated cullin deneddylation | 360,000 compounds, 0.38% hits | inhibition, % at 12.5 µM | Q92905 | Purified CSN, SCF-Nedd8-OG deneddylation, fluorescence polarization;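 active means pattern-corrected inhibition above about 35%, with an unprinted fluorescence ratio check between 0.5 and 1.5, limit read from the data, passing the limit was not always enough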;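 further: 0% = enzyme with substrate and 100% = substrate without enzyme; some results filed as inactive read as strong as hits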
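Assay system: HEK293T-derived human Csn5 enzyme; quantity: 0.24 nM enzyme; medium: Tris/NaCl/DTT buffer, pH 7.5; also added: substrate SCFSkp2-Nedd8OG, 10 nM; doses: 12.5 µM compound; schedule: 90 min reaction at room temperature; signal: FP; read-out: % inhibition of substrate cleavage by Csn5; benchmarks: substrate-only high control, full reaction low control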
* marks the source's active call; other numbers are inactive results; i = inactive; nt = not tested or not shown.

canonical_smiles	SUMO1-SIM PPI	LMPTP inh	MsrA inhibitor	STEP block	Scp1 inh	NadD inh	Rpn11 inh	Tb MetRS inh	DNMT1 inh	CSN inh
O=C1c2ccccc2C(c2nnnn2-c2ccc3c(c2)OCCO3)N1Cc1ccccc1 (stereo not drawn)	-3	0.1	-1.0	nt	nt	-1	nt	0.2	nt	-3
Cc1cc2ccccn2c1C(=O)c1ccc(F)cc1	-21	2.9	-0.2	1	-7	-4	i	-0.6	0	0
COc1ccc(CC(=O)Nc2c(C(N)=O)oc3ccccc23)cc1	-6	-0.2	-1.1	-4	-16	-3	i	-0.5	2	1
O=C(Cc1cccc(NC(=O)C2CCCN(C(=O)C3CCC3)C2)c1)Nc1cccc(C(=O)N2CCOCC2)c1 (stereo not drawn)	-1	-1.5	1.6	3	-14	-2	i	0.7	4	-4
C=CCn1c(SCC(=O)N(C)C2CCS(=O)(=O)C2)nc2ccccc2c1=O (stereo not drawn)	-1	-0.2	0.0	-2	5	-10	i	0.6	-1	-6
Cc1cc(C)c(NC(=O)c2cc3c(nc4sccn43)s2)c(C)c1	6	0.9	2.0	0	-3	6	i	0.5	-5	1
CC1CC(C)CN(C(=O)CSc2nnc(CSc3ncccn3)n2C)C1 (stereo not drawn)	-5	-1.1	0.8	0	-6	-3	i	0.2	7	3
Cc1c(Br)ccc(NC(=O)Cn2nc(-c3cccs3)ccc2=O)c1C	-12	9.2	-0.7	8	2	5	i	0.0	2	11
Cc1ccc2nc(NC(=O)CN3CCOCC3)sc2c1	4	-2.0	-1.0	0	-4	-7	i	-0.1	1	9
Cc1nn(C(C)C(=O)NNC(=S)Nc2ccc(F)cc2)c(C)c1[N+](=O)[O-] (stereo not drawn)	-4	-0.6	0.4	1	1	-5	i	-0.6	1	7
Cn1c(C(=O)N2CCCC(C(=O)NCCc3ccccc3)C2)cc2sccc21 (stereo not drawn)	3	-1.4	-0.3	0	-13	11	i	-0.1	-1	3
CCCCS(=O)c1c(O)c2ccccc2[nH]c1=O (stereo not drawn)	2	-3.1	-0.2	-5	2	1	i	-1.0	1	-2
COc1ccccc1-c1nc(-c2ccc(Br)o2)no1	5	0.1	-0.3	-1	-19	-3	i	-0.4	-5	2
CCN(CC)Cc1ccccc1CNC(=O)c1cccc(S(=O)(=O)Nc2ccc3c(c2)OCO3)c1	-1	4.4	1.5	0	1	3	i	-0.2	-9	6
Cc1ccc(S(=O)(=O)NCc2ccccc2)cc1C(=O)NC1CCC(C)CC1 (stereo not drawn)	4	1.1	1.8	11	-6	-6	i	-0.2	1	1
Cc1nnc(SC(C)C)n(N)c1=O	-2	-1.5	0.8	-4	-5	-3	i	-0.3	0	-3
O=C(/C=C/c1ccco1)Nc1cccnc1	-6	0.1	4.1	-2	-10	-1	i	0.1	0	6
CC(C)C1C(=O)N(Cc2cn(CCC3OCCCO3)nn2)CCS(=O)(=O)N1Cc1ccc(-c2cccc(N(C)C)c2)cc1 (stereo not drawn)	3	0.4	-1.7	0	nt	1	i	-0.9	-3	2
CCCC(=O)OCCNC(=O)c1cc2ccccc2oc1=O	-21	1.3	1.0	4	4	-1	i	-1.9	3	-3
CC(Sc1nc2sccc2c(=O)n1-c1ccccc1)C(N)=O (stereo not drawn)	14	1.6	-0.8	-2	-5	2	i	-0.5	-7	2
Cc1ccccc1C(=O)NCCCCc1ccccc1	1	0.9	0.1	46*	-8	-5	i	-0.5	3	-15
COc1cccc(C2(CSc3nnc(-c4cc(OC)c(OC)c(OC)c4)o3)OCCO2)c1	0	3.4	1.1	9	-12	-5	i	-0.7	-3	-6
COc1ccc(CCC(=O)Nc2ccc(Cl)c(S(=O)(=O)N3CCOCC3)c2)cc1OC	0	0.8	-0.4	1	5	-6	i	-0.2	-5	-1
CCN1C(=O)[C@H]2[C@H]3CN=C(SCc4ccc(C#N)cc4)N3[C@@](Cc3ccccc3)(C(=O)OC)[C@H]2C1=O	9	-1.0	-0.6	1	1	8	i	-0.2	2	-4
CC(C)N=C(NC#N)SCc1ccc(Br)cc1	1	0.5	-1.4	1	-5	1	i	0.3	4	-2

Record cards (already shown). Values in the order: SUMO1-SIM PPI | LMPTP inh | MsrA inhibitor | STEP block | Scp1 inh | NadD inh | Rpn11 inh | Tb MetRS inh | DNMT1 inh | CSN inh
O=C(/C=C/c1ccco1)Nc1cccnc1 is listed with -6 | 0.1 | 4.1 | -2 | -10 | -1 | i | 0.1 | 0 | 6
Cc1ccc2nc(NC(=O)CN3CCOCC3)sc2c1 is listed with 4 | -2.0 | -1.0 | 0 | -4 | -7 | i | -0.1 | 1 | 9

Next results.
canonical_smiles	SUMO1-SIM PPI	LMPTP inh	MsrA inhibitor	STEP block	Scp1 inh	NadD inh	Rpn11 inh	Tb MetRS inh	DNMT1 inh	CSN inh
CCCCC1C2C(=O)N(c3ccccc3)C(=O)C2ON1c1ccccc1 (stereo not drawn)	3	1.7	-0.8	-1	-18	2	i	-0.3	-1	-1
Cc1ccc(-n2nc3c(c2NC(=O)c2cccs2)CS(=O)(=O)C3)c(C)c1	2	-0.2	0.1	1	-5	-2	i	0.3	0	0
O=C(NCC1CCCO1)c1cccnc1NCc1ccc(F)cc1 (stereo not drawn)	-2	-1.2	-0.3	-1	4	-1	i	-1.3	0	4
COc1ccc(Nc2nc(C)cc(C)c2C#N)cc1	1	-2.1	0.6	-4	3	-1	i	-1.1	4	7
CC1(C(=O)NS(=O)(=O)c2cccs2)CCN1C(=O)CC1CC1 (stereo not drawn)	4	-0.1	1.4	-4	nt	-4	i	-0.3	11	-4
COC(=O)c1c(C)cc(O)cc1O	5	-1.0	0.7	1	-4	5	i	-0.1	-2	3
CN(C)c1nnnn1-c1ccc(Cl)cc1Cl	0	-1.9	-0.5	-3	-3	-5	i	-0.4	1	1
O=c1onc(-c2ccccc2)c2ccccc12	-3	-0.9	-0.1	-1	-3	-9	i	-0.4	-2	6
O=C(NC(CC(=O)N1CCCC(C(F)(F)F)C1)c1ccccc1)c1ccccc1Cl (stereo not drawn)	9	0.2	0.0	1	-1	-3	i	0.1	-1	-3
CCCN(C(=O)c1ccc2c(SCC(=O)O)c3c(nc2c1)CCC3)c1cccc(C)c1	2	-1.6	1.3	0	18	1	i	-0.1	14	0
O=c1[nH]nc(-c2ccc(OCc3ccc(Cl)cc3Cl)cc2)o1	2	-0.9	-1.0	0	-7	4	i	-0.9	4	-3
Cc1ccc(CSCC(=O)Nc2ccc(F)cc2)cc1	3	0.5	-0.3	3	-8	-3	i	0.6	-1	-4
CCn1c(SCc2ccccc2Cl)nc2nc3c(cc2c1=O)CCCC3	-3	14	0.5	9	5	12	i	0.1	-5	1
O=C1Nc2ccccc2/C1=N\N1CCOCC1	-22	1.4	0.8	3	-1	3	i	-0.2	2	-3
Oc1ccc(C(=S)N2CCN(Cc3ccccc3)CC2)cc1	6	1.1	-0.4	62*	3	-4	i	-0.9	0	-3
Nc1cccc(N2C(=O)c3cccc4c(N)ccc(c34)C2=O)c1	-68	-2.0	0.4	-32	-8	-6	i	1.0	40	-76
COc1ccc(CCNC(=O)c2ccc(Cl)nc2)cc1	3	1.7	-0.5	5	2	4	i	-0.2	1	4
COc1ccc(OC)c(C2=C[N+](=O)C(C)(C)C(C)(C)N2[O-])c1	-4	0.2	2.2	-4	-7	-2	i	-1.2	-5	-5
COc1ccc(-c2cc3ccc(O)cc3oc2=O)cc1	-18	0.5	1.6	-2	-5	-11	i	-0.5	0	5
O=c1[nH]c2ccc(N/C(=N/S(=O)(=O)c3ccccc3)c3ccccc3)cc2[nH]1	8	-1.3	0.0	-2	-1	2	i	0.7	18	-2

A draw from above in order of formula weight, highest first.
canonical_smiles	SUMO1-SIM PPI	LMPTP inh	MsrA inhibitor	STEP block	Scp1 inh	NadD inh	Rpn11 inh	Tb MetRS inh	DNMT1 inh	CSN inh
CCCN(C(=O)c1ccc2c(SCC(=O)O)c3c(nc2c1)CCC3)c1cccc(C)c1	2	-1.6	1.3	0	18	1	i	-0.1	14	0
Cc1ccc(S(=O)(=O)NCc2ccccc2)cc1C(=O)NC1CCC(C)CC1 (stereo not drawn)	4	1.1	1.8	11	-6	-6	i	-0.2	1	1
Cc1ccc(-n2nc3c(c2NC(=O)c2cccs2)CS(=O)(=O)C3)c(C)c1	2	-0.2	0.1	1	-5	-2	i	0.3	0	0
CCCCC1C2C(=O)N(c3ccccc3)C(=O)C2ON1c1ccccc1 (stereo not drawn)	3	1.7	-0.8	-1	-18	2	i	-0.3	-1	-1
O=c1[nH]nc(-c2ccc(OCc3ccc(Cl)cc3Cl)cc2)o1	2	-0.9	-1.0	0	-7	4	i	-0.9	4	-3
COc1ccc(CC(=O)Nc2c(C(N)=O)oc3ccccc23)cc1	-6	-0.2	-1.1	-4	-16	-3	i	-0.5	2	1
COc1ccccc1-c1nc(-c2ccc(Br)o2)no1	5	0.1	-0.3	-1	-19	-3	i	-0.4	-5	2
COc1ccc(OC)c(C2=C[N+](=O)C(C)(C)C(C)(C)N2[O-])c1	-4	0.2	2.2	-4	-7	-2	i	-1.2	-5	-5
Cc1ccc2nc(NC(=O)CN3CCOCC3)sc2c1	4	-2.0	-1.0	0	-4	-7	i	-0.1	1	9
Cc1ccc(CSCC(=O)Nc2ccc(F)cc2)cc1	3	0.5	-0.3	3	-8	-3	i	0.6	-1	-4
COc1ccc(-c2cc3ccc(O)cc3oc2=O)cc1	-18	0.5	1.6	-2	-5	-11	i	-0.5	0	5
COC(=O)c1c(C)cc(O)cc1O	5	-1.0	0.7	1	-4	5	i	-0.1	-2	3
